CRFBP-R2 block: CRF-BP/CRF-R2 complex antagonism | HEK293 CRF-R2/CRF-BP, CRF-induced calcium fluorescence | inhibition, % at 11.8 µM | hit rate 0.59% among 350,000 | AID 588475;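 active = inhibition of the ligand-induced calcium signal above about 50% at the single tested concentration, limit read from the data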
GalR3 antag: antagonists of human GalR3; HEK293 GalR3-CNG cAMP membrane potential fluorescence; galR3 body fused to GalR1 C-terminus; AID 651719; inhibition, % at 3 µM; O60755; hit rate 0.44% among 360,000;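 active = inhibition above the screen-wide average plus 3 SD, cut at about 13% in these data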;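 note: forskolin and galanin both at EC90 stimulate the cells; cAMP rise reported by CNG channel membrane potential dye signal; 0% = forskolin plus galanin with DMSO and 100% = forskolin alone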
Target sequence (O60755 1-299 limits assumed): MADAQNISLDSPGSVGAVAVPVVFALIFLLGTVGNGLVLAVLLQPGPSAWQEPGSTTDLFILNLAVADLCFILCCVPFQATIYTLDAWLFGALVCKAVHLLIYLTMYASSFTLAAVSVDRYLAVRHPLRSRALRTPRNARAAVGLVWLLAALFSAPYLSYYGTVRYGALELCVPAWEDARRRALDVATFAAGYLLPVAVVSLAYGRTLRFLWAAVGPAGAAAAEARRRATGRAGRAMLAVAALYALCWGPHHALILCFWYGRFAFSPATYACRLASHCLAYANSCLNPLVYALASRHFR
CRFBP-R2 agonist: CRF-BP/CRF-R2 complex agonism; HEK293 CRF-R2/CRF-BP, calcium dye fluorescence (FLIPR); percent of saturating CRF peptide response; activation, % at 13.2 µM; hit rate 0.46% among 350,000;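 active = activation of at least 50%, plus an integration ratio under a set limit after plate pattern correction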;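 note: plate controls were neutral control wells without compound for no effect and CRF at EC100 for full effect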
* marks the source's active call; other numbers are inactive results.

N#Cc1ccc(OCC(=O)NC(=O)NC2CCS(=O)(=O)C2)cc1 (centres undefined)
  CRFBP-R2 block: 0.1
  GalR3 antag: 0.3
  CRFBP-R2 agonist: 0.0
NC(=O)C1CC(=O)N(c2ccc(OCC(=O)Nc3ccc(F)cc3)cc2)C1 (centres undefined)
  CRFBP-R2 block: -1.6
  GalR3 antag: 0.3
  CRFBP-R2 agonist: 2.2
CCOc1ccc(CCNC(=O)COC(=O)CNS(=O)(=O)c2ccc(C)cc2)cc1OCC
  CRFBP-R2 block: 8.2
  GalR3 antag: -2.8
  CRFBP-R2 agonist: -1.0
COc1ccc(COC(=O)c2ccc(C)c(S(=O)(=O)N3CCOCC3)c2)cc1F
  CRFBP-R2 block: 13.8
  GalR3 antag: -2.8
  CRFBP-R2 agonist: 2.2
CC(C)(C)c1nnc2sc(SCC(=O)NCc3ccco3)nn2c1=O
  CRFBP-R2 block: -0.8
  GalR3 antag: -6.1
  CRFBP-R2 agonist: 0.1
O=C(OCc1nnc(-c2cccs2)o1)C1=NN(c2ccccc2)C(=O)CC1
  CRFBP-R2 block: 2.3
  GalR3 antag: -7.8
  CRFBP-R2 agonist: -1.9
O=C(CNC(=O)c1ccc(Cl)cc1Cl)OCCOc1ccccc1F
  CRFBP-R2 block: 2.5
  GalR3 antag: -0.8
  CRFBP-R2 agonist: -0.9
C[C@H](OC(=O)N1CCN(C(c2ccccc2)c2ccccc2)CC1)[C@@H]1O[C@@]2(C)CCC[C@H]1O2
  CRFBP-R2 block: 4.0
  GalR3 antag: -1.2
  CRFBP-R2 agonist: -1.2
COc1cc(C#N)ccc1OC(=O)c1cccc(S(=O)(=O)N2CCN(C)CC2)c1
  CRFBP-R2 block: 17.4
  GalR3 antag: -3.4
  CRFBP-R2 agonist: 2.5
COc1cc(CNC[C@H]2O[C@@H](n3cc(C)c(=O)[nH]c3=O)C[C@@H]2O)ccc1OCc1cccc(Cl)c1
  CRFBP-R2 block: 6.3
  GalR3 antag: -1.2
  CRFBP-R2 agonist: 0.2

Full records as entered above:
O=C(CNC(=O)c1ccc(Cl)cc1Cl)OCCOc1ccccc1F as listed: CRFBP-R2 block = 2.5; GalR3 antag = -0.8; CRFBP-R2 agonist = -0.9
O=C(OCc1nnc(-c2cccs2)o1)C1=NN(c2ccccc2)C(=O)CC1 as listed: CRFBP-R2 block = 2.3; GalR3 antag = -7.8; CRFBP-R2 agonist = -1.9

Looked up one by one from the list above (seven):
C[C@H](OC(=O)N1CCN(C(c2ccccc2)c2ccccc2)CC1)[C@@H]1O[C@@]2(C)CCC[C@H]1O2
  CRFBP-R2 block: 4.0
  GalR3 antag: -1.2
  CRFBP-R2 agonist: -1.2
N#Cc1ccc(OCC(=O)NC(=O)NC2CCS(=O)(=O)C2)cc1 (centres undefined)
  CRFBP-R2 block: 0.1
  GalR3 antag: 0.3
  CRFBP-R2 agonist: 0.0
COc1cc(CNC[C@H]2O[C@@H](n3cc(C)c(=O)[nH]c3=O)C[C@@H]2O)ccc1OCc1cccc(Cl)c1
  CRFBP-R2 block: 6.3
  GalR3 antag: -1.2
  CRFBP-R2 agonist: 0.2
CC(C)(C)c1nnc2sc(SCC(=O)NCc3ccco3)nn2c1=O
  CRFBP-R2 block: -0.8
  GalR3 antag: -6.1
  CRFBP-R2 agonist: 0.1
O=C(CNC(=O)c1ccc(Cl)cc1Cl)OCCOc1ccccc1F
  CRFBP-R2 block: 2.5
  GalR3 antag: -0.8
  CRFBP-R2 agonist: -0.9
NC(=O)C1CC(=O)N(c2ccc(OCC(=O)Nc3ccc(F)cc3)cc2)C1 (centres undefined)
  CRFBP-R2 block: -1.6
  GalR3 antag: 0.3
  CRFBP-R2 agonist: 2.2
COc1ccc(COC(=O)c2ccc(C)c(S(=O)(=O)N3CCOCC3)c2)cc1F
  CRFBP-R2 block: 13.8
  GalR3 antag: -2.8
  CRFBP-R2 agonist: 2.2

The main list resumes with the two entries that preceded the break.
COc1cc(C#N)ccc1OC(=O)c1cccc(S(=O)(=O)N2CCN(C)CC2)c1
  CRFBP-R2 block: 17.4
  GalR3 antag: -3.4
  CRFBP-R2 agonist: 2.5
COc1cc(CNC[C@H]2O[C@@H](n3cc(C)c(=O)[nH]c3=O)C[C@@H]2O)ccc1OCc1cccc(Cl)c1
  CRFBP-R2 block: 6.3
  GalR3 antag: -1.2
  CRFBP-R2 agonist: 0.2
COc1ccccc1CNC(=O)CSc1nc(=O)n(Cc2ccncc2)c2c1CCC2
  CRFBP-R2 block: -5.4
  GalR3 antag: -0.7
  CRFBP-R2 agonist: 0.0
COc1cc(NC(=O)Cn2cnc(C(=O)Nc3ccc(C)c(C)c3)n2)cc(OC)c1OC
  CRFBP-R2 block: 2.1
  GalR3 antag: 0.0
  CRFBP-R2 agonist: -3.3
CC(Sc1ccccn1)C(=O)Nc1ccc2c(c1)OCO2 (centres undefined)
  CRFBP-R2 block: 2.1
  GalR3 antag: -5.8
  CRFBP-R2 agonist: 0.1
COc1ccccc1NC(=O)c1cccc(S(=O)(=O)N2CCN(Cc3ccccc3)CC2)c1
  CRFBP-R2 block: 15.1
  GalR3 antag: -1.5
  CRFBP-R2 agonist: 2.5
O=C(O)C1(Nc2ccccc2)CCCC1
  CRFBP-R2 block: 0.1
  GalR3 antag: -5.4
  CRFBP-R2 agonist: -2.8
Cc1ccn2c(=O)c(NC(=O)c3ccc(Br)o3)c(C)nc2c1
  CRFBP-R2 block: -1.2
  GalR3 antag: -2.8
  CRFBP-R2 agonist: -1.8
CC1(C)CC2(OC2c2ccccc2[N+](=O)[O-])C(=O)c2ccccc21 (centres undefined)
  CRFBP-R2 block: 29.9
  GalR3 antag: -2.1
  CRFBP-R2 agonist: -2.3
C[C@H](CO)N1C[C@H](C)[C@@H](CN(C)C(=O)Nc2ccnc(N3CCOCC3)c2)OCc2cnnn2CCCC1=O
  CRFBP-R2 block: -5.2
  GalR3 antag: -5.7
  CRFBP-R2 agonist: 2.7
COc1ccc(/C=C/C(=O)OCC(=O)NC2CCS(=O)(=O)C2)cc1 (centres undefined)
  CRFBP-R2 block: 0.2
  GalR3 antag: -5.6
  CRFBP-R2 agonist: 1.0
O=C(NCc1ccco1)c1ccc(Cl)c(S(=O)(=O)N2CCCC2)c1
  CRFBP-R2 block: 0.6
  GalR3 antag: -2.3
  CRFBP-R2 agonist: 0.0

CCCCn1nc(C(=O)Nc2cc(C(F)(F)F)ccc2N2CCOCC2)ccc1=O
  CRFBP-R2 block: -21.5
  GalR3 antag: -4.0
  CRFBP-R2 agonist: -3.0
COc1ccc(NC(=O)[C@@H]2CCCN2S(=O)(=O)c2cccc3cccnc23)cc1
  CRFBP-R2 block: -10.8
  GalR3 antag: -4.1
  CRFBP-R2 agonist: -0.3
CC1CCCN(S(=O)(=O)c2ccc(NC(=O)[C@@H]3CCCN3C(=O)c3cccs3)cc2)C1 (some centres undefined)
  CRFBP-R2 block: 7.2
  GalR3 antag: -2.7
  CRFBP-R2 agonist: -1.1
Cc1[nH]c2ccccc2c1C(=O)C(C)OC(=O)C1CCC1 (centres undefined)
  CRFBP-R2 block: 10.3
  GalR3 antag: -6.0
  CRFBP-R2 agonist: -1.9
CCCCN1CC(CO)Oc2cccc(F)c2S1(=O)=O (centres undefined)
  CRFBP-R2 block: -1.9
  GalR3 antag: -5.3
  CRFBP-R2 agonist: -1.9
O=C(CN1C(=O)c2ccccc2S1(=O)=O)Nc1ccccn1
  CRFBP-R2 block: -11.6
  GalR3 antag: -2.0
  CRFBP-R2 agonist: 1.9
Cc1cn([C@H]2C[C@H](O)[C@@H](CNC(=O)[C@H]3CCC(=O)N3)O2)c(=O)[nH]c1=O
  CRFBP-R2 block: 7.7
  GalR3 antag: -3.0
  CRFBP-R2 agonist: -2.6
COc1ccc([C@H]2C[C@@H](n3cc(COC(=O)c4ccccc4)nn3)[C@H](O)CN2Cc2cccs2)cc1
  CRFBP-R2 block: -2.1
  GalR3 antag: -3.0
  CRFBP-R2 agonist: 1.3
Cc1csc(=O)n1CC(=O)Nc1ccc(Cl)cc1F
  CRFBP-R2 block: -1.5
  GalR3 antag: -6.2
  CRFBP-R2 agonist: -0.9
COc1ccc(NC(=O)CNc2ccccc2C(C)=O)cc1S(=O)(=O)N1CCOCC1
  CRFBP-R2 block: 6.3
  GalR3 antag: -1.6
  CRFBP-R2 agonist: -0.4

COc1ccccc1CN(C)C(=O)CSCC(=O)Nc1ccccc1F
  CRFBP-R2 block: 1.4
  GalR3 antag: -5.5
  CRFBP-R2 agonist: -0.6
Cc1sc2nc(CSCC(=O)N(CCC#N)c3ccccc3F)[nH]c(=O)c2c1C
  CRFBP-R2 block: 7.5
  GalR3 antag: -3.9
  CRFBP-R2 agonist: -0.7
CC(C)CCNC(=O)NC(=O)CSc1ccc(S(=O)(=O)N2CCOCC2)cn1
  CRFBP-R2 block: 1.9
  GalR3 antag: -3.2
  CRFBP-R2 agonist: 0.3
CC1(C)C(=O)NC(=O)N1Cc1ccccc1
  CRFBP-R2 block: 2.9
  GalR3 antag: -0.7
  CRFBP-R2 agonist: 0.7
COc1cccc(CCNS(=O)(=O)CCNC(=O)c2cccc(OC)c2)c1
  CRFBP-R2 block: 5.6
  GalR3 antag: -3.7
  CRFBP-R2 agonist: -0.6
COCCN(CC(=O)Nc1cccc(C)c1C)C(=O)c1ccc2c(c1)OCO2
  CRFBP-R2 block: 15.8
  GalR3 antag: -0.3
  CRFBP-R2 agonist: -0.5
Cc1cccc([C@@H]2[C@@H]3C(=O)N(Cc4ccccc4)C(=O)[C@@H]3[C@]3(Cc4ccccc4)C(=O)N(c4ccccc4)C(=O)N23)c1
  CRFBP-R2 block: -5.6
  GalR3 antag: -8.9
  CRFBP-R2 agonist: 4.8
N#CC1(NC(=O)COC(=O)c2ccc(-c3ccc(O)cc3)cc2)CCCCC1
  CRFBP-R2 block: 0.8
  GalR3 antag: -2.2
  CRFBP-R2 agonist: -1.1
CCC1(c2ccc(F)cc2)NC(=O)N(CC(=O)N2CCN(S(=O)(=O)c3ccc(C)cc3C)CC2)C1=O (centres undefined)
  CRFBP-R2 block: 2.4
  GalR3 antag: -4.4
  CRFBP-R2 agonist: 0.1
Cc1noc(C)c1COc1ccc(C(=O)NCCOc2ccccc2)cc1
  CRFBP-R2 block: -4.0
  GalR3 antag: -0.1
  CRFBP-R2 agonist: 3.1

Cc1ccc(-n2nc3c(c2NC(=O)c2ccc4c(c2)OCO4)CS(=O)C3)c(C)c1 (centres undefined)
  CRFBP-R2 block: 5.3
  GalR3 antag: -4.3
  CRFBP-R2 agonist: -0.8
Cn1cc(S(=O)(=O)NC2CCCC2)c(=O)n(C)c1=O
  CRFBP-R2 block: 6.8
  GalR3 antag: -5.4
  CRFBP-R2 agonist: 1.9
CC1=NN(c2nc(N)nc(/C(C#N)=C/c3ccc([N+](=O)[O-])o3)n2)C(C)(C)C1
  CRFBP-R2 block: -78.2
  GalR3 antag: -3.0
  CRFBP-R2 agonist: 38.2
COc1ccc(N2CCN(C(=O)COC(=O)c3cccc(S(=O)(=O)Nc4ccccc4OC)c3)CC2)cc1
  CRFBP-R2 block: -2.0
  GalR3 antag: -5.7
  CRFBP-R2 agonist: 0.8
Cc1cc(C)c(C(=O)COC(=O)C2CCN(c3ccc(C(F)(F)F)cn3)CC2)cc1C
  CRFBP-R2 block: -6.2
  GalR3 antag: -4.7
  CRFBP-R2 agonist: 5.4
COc1ccc(-c2csc(NC(=O)CN3C(=O)NC4(CCCC4)C3=O)n2)cc1OC
  CRFBP-R2 block: 0.1
  GalR3 antag: -4.8
  CRFBP-R2 agonist: 0.9
N#CCCCCn1ccc(NC(=O)c2ccc(Cl)cc2O)n1
  CRFBP-R2 block: 3.4
  GalR3 antag: -1.5
  CRFBP-R2 agonist: -2.0
COc1ccc(-c2cc(C(=O)N3CCN(c4ccccc4O)CC3)c3ccccc3n2)cc1
  CRFBP-R2 block: -6.0
  GalR3 antag: -4.7
  CRFBP-R2 agonist: -1.5
O=C(Cn1nnc(-c2ccc(Cl)cc2)n1)NC1CCS(=O)(=O)C1 (centres undefined)
  CRFBP-R2 block: 0.2
  GalR3 antag: -1.7
  CRFBP-R2 agonist: -0.5
Cc1ccc(S(=O)(=O)N(CC(=O)Nc2cccc(C(F)(F)F)c2)C(=O)N2CCN(C)CC2)cc1
  CRFBP-R2 block: 0.0
  GalR3 antag: 1.7
  CRFBP-R2 agonist: 1.6
O=S(=O)(c1ccc(Cl)s1)N1CCNCC1
  CRFBP-R2 block: 19.6
  GalR3 antag: -6.1
  CRFBP-R2 agonist: 6.9
Cn1c(=NC(=O)CCS(=O)(=O)c2ccccc2)sc2cc(F)ccc21
  CRFBP-R2 block: -10.0
  GalR3 antag: -0.7
  CRFBP-R2 agonist: -0.8

In the list so far, these contain a CF3 group.
CCCCn1nc(C(=O)Nc2cc(C(F)(F)F)ccc2N2CCOCC2)ccc1=O
  CRFBP-R2 block: -21.5
  GalR3 antag: -4.0
  CRFBP-R2 agonist: -3.0
Cc1cc(C)c(C(=O)COC(=O)C2CCN(c3ccc(C(F)(F)F)cn3)CC2)cc1C
  CRFBP-R2 block: -6.2
  GalR3 antag: -4.7
  CRFBP-R2 agonist: 5.4
Cc1ccc(S(=O)(=O)N(CC(=O)Nc2cccc(C(F)(F)F)c2)C(=O)N2CCN(C)CC2)cc1
  CRFBP-R2 block: 0.0
  GalR3 antag: 1.7
  CRFBP-R2 agonist: 1.6

Some of the compounds tested, so the mix of outcomes need not match the whole.
